Screening data (PubChem)
HTR2A ag: activates the mouse 5-HT2A serotonin receptor; CHO-K1 mHTR2A beta-arrestin complementation, luminescence; percent of 30 µM serotonin response; activation, % at 7.6 µM; P35363; AID 624169; hit rate 0.66% among 360,000;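 active = activation above a run cutoff, the mean activation of all tested compounds plus 3 SD, cut at about 14% in these data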;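 also: 0% = plate median of compound wells and 100% = 30 µM serotonin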
MC4R antag cAMP: blocks human MC4R cAMP signaling; hit rate 0.48% among 360,000; MC4R-expressing cells, MTII-stimulated cAMP, LANCE TR-FRET; inhibition, % at 6.5 µM;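 active = inhibition above its plate's cutoff, the mean of tested wells on that plate plus 3 SD, cut at about 29% in these data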;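 also: 0% = Melanotan II alone and 100% = Melanotan II plus saturating MCL0020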
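System: U2OS cells stably expressing human melanocortin 4 receptor (MC4R). Reagent: Melanotan II challenge after compound preincubation. Doses: 6.5 µM. Times: 30-min compound, 1-h challenge, 1-h detection, room temperature. Measured by: TR-FRET with Eu-cAMP and labeled anti-cAMP, 671 nm. Replicates: singlicate.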
ABCB6 inh MLPCN: inhibitors of human ABC transporter ABCB6 | K562-ABCB6 porphyrin accumulation, flow cytometry, 1 h; active compounds read low | fluorescence ratio to DMSO, % at 10 µM | AID 602162 | hit rate 0.19% among 360,000 | Q9NP58;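 active = fluorescence ratio to DMSO below 75%, the collection mean minus 3 SD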;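 also: signal is porphyrin accumulated inside mitochondria; 100% equals median channel fluorescence of DMSO control wells; lower ratio means ABCB6 inhibition with less porphyrin fluorescence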
Glyco luc inh: N-linked glycosylation inhibition. hit rate 0.23% among 360,000. reporter increase, % at 12.5 µM. D54 ERlucT glycosylation luciferase reporter, 24 h; percent of 100 nM tunicamycin response;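 active = mean luciferase reporter signal, scaled so untreated is 0 and the glycosylation-blocking control 100, at or above a set limit in every replicate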;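 also: luciferase carries N-glycosylation sites so blocking glycosylation raises the light; 0% = median of neutral control wells and 100% = median of 100 nM tunicamycin wells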
Granule exo inh: blocks lytic granule exocytosis. AID 651702. inhibition, % at 10 µM. TALL-104 LAMP-1 surface exposure, flow cytometry; cells stimulated with thapsigargin and PMA. hit rate 0.66% among 360,000;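 active = inhibition above about 55%, limit read from the data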
hiPSC survival: enhancers of human iPSC single-cell survival; hiPSC single-cell survival, ATPlite luminescence; 100% = ROCK inhibitor wells, 0% = DMSO; survival enhancement, % at 20 µM; hit rate 0.044% among 360,000; AID 602274; in the data active = survival enhancement above about 18%;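 also: cells exposed to compounds for 16 hours before the ATP read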
aDG glyco up: alpha-DG glycosylation activation | AID 624168 | hit rate 0.22% among 360,000 | Pro5-aDG cells, alpha-DG glycosylation AlphaScreen (IIH6); 0% Pro5, 100% B10-LARGE cell signal | activation, % at 10 µM;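 active = activation of at least 8% versus controls, or a plate z-score of at least 8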;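 also: Pro5 are CHO cells carrying HIG-tagged alpha-DG that lacks glycosylation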
H9c2 protect: myocardial damage modulation in H9c2 cells. protection from H2O2 cell death, % at 20 µM. hit rate 0.63% among 360,000. H9c2 cardiomyocytes, H2O2 injury protection, ATPLite, 2 h. AID 588492;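 active = compounds giving at least 50% protection of heart cells from peroxide-induced death in the single-dose screen, raw or plate-pattern-corrected value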;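 also: 0% = DMSO wells with peroxide and 100% = DMSO wells without peroxide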
MC4R barr agon: agonists of human melanocortin 4 receptor (MC4R) beta-arrestin; P32245; hit rate 0.98% among 360,000; U2OS MC4R beta-arrestin complementation, luminescence; percent of melanotan II response, DMSO zero; AID 540308; activation, % at 8.9 µM;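 active = activation above a per-plate cutoff, the mean activation of sample wells on that plate plus 3 SD, cut at about 8% in these data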
ABHD5 PLIN5 PPI: inhibitors of human ABHD5-perilipin-5 interaction | Q00G26+Q8WTS1 | Split G. princeps luciferase complementation, luminescence, 4 h | inhibition, % at 4 µM | hit rate 0.78% among 360,000;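 active = inhibition above the mean inhibition across every tested compound plus 3 SD, cut at about 22% in these data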;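 also: 0% = DMSO only wells and the 100% control is not disclosed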
Target sequence (Q00G26 whole entry, looked up): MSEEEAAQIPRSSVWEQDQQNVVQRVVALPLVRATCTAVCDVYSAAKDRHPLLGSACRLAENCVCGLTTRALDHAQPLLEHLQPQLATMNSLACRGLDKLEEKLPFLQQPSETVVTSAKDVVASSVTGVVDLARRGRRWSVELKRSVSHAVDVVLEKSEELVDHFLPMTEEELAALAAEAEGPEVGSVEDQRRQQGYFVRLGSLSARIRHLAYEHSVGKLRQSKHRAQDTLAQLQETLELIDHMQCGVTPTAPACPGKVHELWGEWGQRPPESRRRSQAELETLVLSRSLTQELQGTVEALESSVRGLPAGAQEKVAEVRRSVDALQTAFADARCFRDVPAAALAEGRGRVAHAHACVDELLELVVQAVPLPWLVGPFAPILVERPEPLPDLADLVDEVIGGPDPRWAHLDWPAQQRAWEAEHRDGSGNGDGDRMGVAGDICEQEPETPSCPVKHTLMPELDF
Target sequence (Q8WTS1 whole entry, looked up): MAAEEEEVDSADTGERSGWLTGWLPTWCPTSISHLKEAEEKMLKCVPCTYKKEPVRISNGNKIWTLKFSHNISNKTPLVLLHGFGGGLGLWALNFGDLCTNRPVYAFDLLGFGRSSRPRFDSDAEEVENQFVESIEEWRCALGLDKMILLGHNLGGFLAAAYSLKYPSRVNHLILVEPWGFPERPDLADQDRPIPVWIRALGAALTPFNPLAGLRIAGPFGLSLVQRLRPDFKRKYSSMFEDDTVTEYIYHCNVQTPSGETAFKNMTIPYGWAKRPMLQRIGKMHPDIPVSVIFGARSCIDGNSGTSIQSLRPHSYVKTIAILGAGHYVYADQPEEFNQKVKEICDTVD
* marks the source's active call; other numbers are inactive results; / = no result given.

Letters – A = HTR2A ag; B = MC4R antag cAMP; C = ABCB6 inh MLPCN; D = Glyco luc inh; E = Granule exo inh; F = hiPSC survival; G = aDG glyco up; H = H9c2 protect; I = MC4R barr agon; J = ABHD5 PLIN5 PPI
Cc1noc(C)c1-c1ccc(C(=O)N2CCN(C)CC2)c2occc12
  A: 2; B: 11; C: 95; D: 3; E: 0; F: 3.7; G: -0.2; H: 2; I: -1.4; J: -5

COc1ccc(NC(=O)CC(C(=O)O)N2CCCCC2)cc1 (stereo not drawn)
  A: -2; B: 9; C: 102; D: 1; E: 8; F: 0.4; G: 0.6; H: 8; I: -3.1; J: 2

CN(c1ccc(C(=O)NCc2ccco2)cc1)S(C)(=O)=O
  A: -2; B: -4; C: 105; D: 0; E: -1; F: -1.9; G: -0.1; H: 2; I: -2.0; J: -6

Cc1nn(-c2ccccc2)c(-c2ccccc2[N+](=O)[O-])c1CC#N
  A: 3; B: /; C: 94; D: -3; E: 0; F: 0.0; G: 0.2; H: 4; I: /; J: 3

O=C(Cc1ccc([N+](=O)[O-])cc1)NC1CCCCCC1
  A: -1; B: 6; C: 105; D: -1; E: -10; F: 0.4; G: 0.0; H: 7; I: -1.3; J: -4

O=C(Nc1ccc(N2CCN(C(=O)c3ccco3)CC2)cc1)c1cccnc1Cl
  A: 1; B: 0; C: 104; D: 2; E: 2; F: -2.2; G: 0.3; H: -1; I: -2.5; J: 1

CC(C)C(=O)Nc1c2c(nc3ccccc13)N(C)CC2
  A: 0; B: 2; C: 99; D: -1; E: 2; F: 6.6; G: 0.0; H: 1; I: -1.0; J: -4

CC(CC(=O)Nc1ccc(Br)cc1F)S(=O)(=O)c1ccc2c(c1)NC(=O)CO2 (stereo not drawn)
  A: 2; B: 4; C: 100; D: 0; E: -2; F: 0.0; G: 0.0; H: -4; I: -2.5; J: 9

C=C(C)CSc1nnc(-c2ccc(C)cc2)n1N
  A: -1; B: -2; C: 89; D: 0; E: 4; F: -0.2; G: 0.0; H: -2; I: -1.1; J: -7

COc1cc(/C=N\NC(=O)c2ccc(C)nc2)ccc1OC(=O)c1cccc(F)c1
  A: 3; B: 6; C: 90; D: 3; E: 10; F: 0.5; G: -0.1; H: 15; I: 9.1*; J: 3

O=C(O)c1cccc(NS(=O)(=O)c2ccc(C3CCCCC3)cc2)c1
  A: -2; B: 12; C: 99; D: 0; E: -3; F: 0.4; G: -0.3; H: 0; I: 2.0; J: -5

COc1ccc(S(=O)(=O)Nc2c(C(=O)O)[nH]c3ccccc23)cc1OC
  A: -2; B: 7; C: 99; D: 6; E: -1; F: 1.8; G: -0.3; H: 7; I: -3.9; J: -1

N#CCSc1nnc2sc3ccccc3n12
  A: -2; B: 3; C: 102; D: 0; E: 2; F: -1.0; G: 0.0; H: 3; I: -0.7; J: -3

C/C(CC(=O)NC(C)C)=N\NC(=O)COc1cc(C)c(Br)cc1Br
  A: 1; B: 9; C: 103; D: -2; E: -5; F: 0.8; G: -0.1; H: -2; I: 6.1; J: 4

CCOc1ccc(NC(=O)Cn2nnc(-c3ccccc3NC(=O)c3cccs3)n2)cc1
  A: 1; B: 8; C: 89; D: 1; E: -2; F: -1.8; G: 0.1; H: -2; I: -1.6; J: 2

Part of the list above, limited to hiPSC survival, aDG glyco up and MC4R barr agon:
SMILES | hiPSC survival | aDG glyco up | MC4R barr agon
CC(CC(=O)Nc1ccc(Br)cc1F)S(=O)(=O)c1ccc2c(c1)NC(=O)CO2 (stereo not drawn) | 0.0 | 0.0 | -2.5
C/C(CC(=O)NC(C)C)=N\NC(=O)COc1cc(C)c(Br)cc1Br | 0.8 | -0.1 | 6.1

The listing picks up; the three compounds before the break are reprinted first.
Letters – A = HTR2A ag; B = MC4R antag cAMP; C = ABCB6 inh MLPCN; D = Glyco luc inh; E = Granule exo inh; F = hiPSC survival; G = aDG glyco up; H = H9c2 protect; I = MC4R barr agon; J = ABHD5 PLIN5 PPI
N#CCSc1nnc2sc3ccccc3n12
  A: -2; B: 3; C: 102; D: 0; E: 2; F: -1.0; G: 0.0; H: 3; I: -0.7; J: -3

C/C(CC(=O)NC(C)C)=N\NC(=O)COc1cc(C)c(Br)cc1Br
  A: 1; B: 9; C: 103; D: -2; E: -5; F: 0.8; G: -0.1; H: -2; I: 6.1; J: 4

CCOc1ccc(NC(=O)Cn2nnc(-c3ccccc3NC(=O)c3cccs3)n2)cc1
  A: 1; B: 8; C: 89; D: 1; E: -2; F: -1.8; G: 0.1; H: -2; I: -1.6; J: 2

CC1CCCCC1NC(=O)C1CCN(S(=O)(=O)N2CCC3(CC2)OCCO3)CC1 (stereo not drawn)
  A: -5; B: 1; C: 186; D: -2; E: 3; F: -3.3; G: 0.1; H: -8; I: -2.2; J: -6

CC(C)OP(=O)(c1ccc(N(C)C)cc1)C(O)c1ccc(N(C)C)cc1 (stereo not drawn)
  A: -9; B: 6; C: 97; D: 0; E: 3; F: -0.5; G: -0.1; H: 0; I: -1.7; J: -3

CCOC(=O)c1sc(N/N=C/c2cc(Br)c(O)c(OC)c2)nc1C
  A: 1; B: 14; C: 97; D: 5; E: -16; F: -0.5; G: 0.1; H: 5; I: 3.6; J: -8

COc1ccc(C2OC(=O)C(C)(C)C(=O)C2(C)C)cc1OC (stereo not drawn)
  A: 0; B: 9; C: 103; D: 2; E: 7; F: -0.7; G: 0.0; H: -10; I: -2.4; J: -2

CC(C)Cc1nc2ccc(N)cc2[nH]1
  A: -1; B: 11; C: 94; D: 0; E: -5; F: -0.7; G: -0.2; H: -1; I: 1.7; J: -4

COc1ccc(CN2CCC(=O)N([C@H](CO)Cc3ccccc3)CC2)cc1
  A: 2; B: 0; C: 98; D: 1; E: -13; F: -0.9; G: -0.3; H: 12; I: -2.2; J: -3

Nc1nnc(SCC(=O)OCc2ccc(F)cc2)s1
  A: 1; B: 6; C: 102; D: 1; E: 0; F: -0.4; G: -0.1; H: 18; I: -1.9; J: 0

C=C(C)CSc1cc(C)nc2c(-c3ccccc3)c(C)nn12
  A: -1; B: 6; C: 102; D: 5; E: -5; F: 1.1; G: 0.0; H: -7; I: 0.1; J: -4

COC(=O)c1ccc(CSc2nnc(CNC(=O)c3cccs3)o2)o1
  A: 2; B: 9; C: 93; D: -1; E: -1; F: 2.2; G: 0.4; H: 6; I: -1.0; J: 6

Cc1cccc(N(C(=O)c2ccc(Cl)cc2)C2CS(=O)(=O)CC2OC(=O)c2ccc(Cl)cc2)c1 (stereo not drawn)
  A: 0; B: 5; C: 105; D: -3; E: -1; F: -1.3; G: 0.4; H: -5; I: 1.9; J: 1

CC(=O)c1c(C)[nH]c(C(=O)OCC(=O)Nc2sc3c(c2C#N)CCCC3)c1C
  A: 4; B: -1; C: 104; D: -2; E: 11; F: 1.2; G: 6.2; H: -12; I: -1.4; J: 3

COc1cc2cc(C#N)c(SCC(=O)N3CCOCC3)nc2cc1OC
  A: 5; B: 0; C: 96; D: 0; E: 6; F: -2.4; G: -0.1; H: 13; I: -1.7; J: 2

Cc1ccc(C)c(-c2nc3ccc(N)cc3[nH]2)c1
  A: -4; B: 4; C: 107; D: 1; E: -4; F: -3.6; G: 0.0; H: -7; I: -1.4; J: 0

C[C@H]1C=C(C(=O)NCc2nc3ccccc3[nH]2)O[C@@H](OCCCCO)C1
  A: 4; B: -7; C: 95; D: 3; E: 2; F: 4.2; G: -0.2; H: -1; I: -1.1; J: 6

COc1cc(C(CC(=O)Nc2ccc(Cl)cn2)N2Cc3ccccc3C2=O)cc(OC)c1OC (stereo not drawn)
  A: -5; B: 1; C: 85; D: -2; E: 8; F: -0.3; G: 0.5; H: 5; I: -1.5; J: 0

CCOc1cc(C(=O)CSc2nnc(CNc3ccc(Cl)cc3)o2)ccc1NC(=O)CC
  A: 1; B: 3; C: 104; D: 1; E: 5; F: -0.2; G: -0.1; H: -16; I: 40*; J: 5

CCOC(=O)Cc1csc(NS(=O)(=O)c2ccc(OC)cc2)n1
  A: -4; B: 6; C: 103; D: 1; E: -3; F: -0.5; G: -0.2; H: 7; I: -1.2; J: 3

CC[N+](CC)(CC#Cc1ccccc1)CC(=O)c1ccc(Cl)cc1
  A: -2; B: -4; C: 90; D: 4; E: -2; F: -0.2; G: 0.1; H: -1; I: -0.8; J: 7

O=C1NC[C@@H](CCCCN2CCN(CCc3ccccc3)C(=O)C2=O)N(Cc2ccccc2)C1=O
  A: 0; B: /; C: 101; D: /; E: -2; F: -0.2; G: -0.2; H: /; I: /; J: 1

O=C(CCCn1cnc([N+](=O)[O-])n1)Nc1cc(Cl)ccc1O
  A: -1; B: 6; C: 98; D: -1; E: -4; F: -1.3; G: 0.3; H: -8; I: -3.2; J: 2

COc1ccc(S(=O)(=O)N2CCC(C(N)=O)CC2)cc1
  A: 3; B: 8; C: 100; D: 0; E: -5; F: 2.2; G: -0.1; H: 1; I: 0.0; J: 8

O=C(Cn1ccccc1=O)c1cccs1
  A: 11; B: -1; C: 98; D: 0; E: 2; F: 0.1; G: -0.1; H: 4; I: -0.8; J: -1

CN(C)C(=O)N1CCNCC1
  A: 0; B: 2; C: 95; D: -1; E: 0; F: 0.7; G: -0.3; H: 4; I: -4.7; J: 0

Cc1ccc(CS(=O)(=O)c2ccccc2-c2nnc(-c3ccc(Cl)cc3)o2)cc1
  A: 4; B: 1; C: 108; D: 0; E: 5; F: -0.9; G: 0.7; H: -8; I: 0.8; J: 4

Cc1[nH]c2ccccc2c1CCNC(=O)c1ccc2c(c1[N+](=O)[O-])C(=O)c1ccccc1C2=O
  A: 1; B: 1; C: 164; D: 1; E: 0; F: -5.7; G: -0.5; H: -10; I: -4.3; J: 11

COc1cccc2c1C(=O)C[C@]1(CCCC[C@@H]1C)O2
  A: 1; B: 3; C: 97; D: -4; E: 3; F: -2.1; G: 0.1; H: -2; I: 3.3; J: 7

Cc1oc2c(C)c3oc(=O)c4c(c3cc2c1C)CCC4
  A: -2; B: 3; C: 86; D: 0; E: 1; F: -1.5; G: 0.1; H: 1; I: -1.3; J: -3

COc1ccc(CC(=O)OCC(=O)Nc2cc(S(=O)(=O)N3CCOCC3)ccc2N2CCCC2)cc1
  A: 0; B: 4; C: 98; D: 1; E: 1; F: -0.1; G: -0.3; H: -2; I: -2.0; J: -2

COc1ccc(C(=O)NCC(c2cccnc2)N2CCN(c3ccc(F)cc3)CC2)cc1OC (stereo not drawn)
  A: 4; B: 10; C: 94; D: 0; E: 4; F: -1.8; G: 1.0; H: 25; I: -1.3; J: -6

Cc1nc(-c2noc(-c3ccccc3Cl)n2)c(C(F)(F)F)o1
  A: 1; B: 8; C: 99; D: -3; E: -12; F: -0.1; G: 0.0; H: -4; I: -0.8; J: 1

Single records, as listed above. Order of values: HTR2A ag	MC4R antag cAMP	ABCB6 inh MLPCN	Glyco luc inh	Granule exo inh	hiPSC survival	aDG glyco up	H9c2 protect	MC4R barr agon	ABHD5 PLIN5 PPI
CCOc1cc(C(=O)CSc2nnc(CNc3ccc(Cl)cc3)o2)ccc1NC(=O)CC as listed: 1	3	104	1	5	-0.2	-0.1	-16	40*	5
COc1ccc(CC(=O)OCC(=O)Nc2cc(S(=O)(=O)N3CCOCC3)ccc2N2CCCC2)cc1 as listed: 0	4	98	1	1	-0.1	-0.3	-2	-2.0	-2
